Cav32 inh: blocks human Cav3.2 T-type calcium channel; O95180; B-score at 10 µM; Cav3.2-expressing cells, Fluo-4 calcium fluorescence FDSS; active compounds read low; 100,000 tested, 4% active;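 active means single-dose well whose peak fluorescence ratio is a statistical outlier from its plate by either plate-standardised score or position-corrected B-score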
Active calls of the source: *.

Preview:
SMILES	Cav32 inh
c1ccc(-c2ccccc2-c2nc(-c3cccnc3)no2)cc1	-5*
COC(=O)CN(C#N)c1nc(OC)nc(N(C)C)n1	1.5
CC(CC(=O)Nc1nncs1)c1ccccc1 (stereo not given)	-0.52
Oc1ccccc1/C=N/n1c(-c2cccs2)n[nH]c1=S	2.1

The whole of this part, previewed entries included:
SMILES	Cav32 inh
c1ccc(-c2ccccc2-c2nc(-c3cccnc3)no2)cc1	-5*
COC(=O)CN(C#N)c1nc(OC)nc(N(C)C)n1	1.5
CC(CC(=O)Nc1nncs1)c1ccccc1 (stereo not given)	-0.52
Oc1ccccc1/C=N/n1c(-c2cccs2)n[nH]c1=S	2.1
CCc1ncc(C(O)c2cccc(OC)c2OC)n1C (stereo not given)	0.82
O=C(CN(Cc1ccccc1)S(=O)(=O)c1ccccc1)N/N=C/c1ccc2c(c1)OCO2	-4.2*
Cc1ccc(-c2nn(C)c(=O)c3ccccc23)cc1CNC(=O)CSc1nc2ccccc2o1	0.91
Cc1cc(O)c(C=O)c2c1C(=O)Oc1c(CO)c(O)c3c(c1O2)C(O)OC3=O (stereo not given)	-0.14
COc1ccc(C(=O)C(C)N(C(=O)c2ccc(Cl)cc2Cl)N2C(=O)C3C4C=CC(C4)C3C2=O)cc1 (stereo not given)	-0.81
CN1C(C(=O)NCc2cccc(Br)c2)CC2Cn3c(nc4cc(Cl)c(Cl)cc43)C21 (stereo not given)	-0.7
Cc1cccc(NC(=S)NNC(=S)NCc2ccccc2)c1	-0.82
CSc1nnc(Nc2ccccc2C)s1	0.49
Cc1ccc(S(=O)(=O)NC(C)C(c2cccs2)N2CCN(C)CC2)cc1 (stereo not given)	0.3
O=C(Nc1cccc(Oc2ccc3c(c2)C(=O)NC3=O)c1)c1ccco1	-0.28
Cc1ccc(S(=O)(=O)N2CCN(Cc3cccc(C)c3O)CC2)cc1	0.22
CCc1ccccc1NC(=S)NC1CC2CCCC(C1)N2Cc1cccs1 (stereo not given)	-0.47
Cc1c(NC(=O)c2cc(-n3cnnc3)ccc2Cl)cccc1-c1nc2ccccc2s1	-0.044
COC(=O)c1sccc1-c1ccc(C(=O)Nc2ccccc2)o1	-3
O=C(COc1cc(O)c2c(=O)cc(-c3ccccc3)oc2c1)c1ccccc1	-2.6
COc1ccc(N2CCN(C(=O)CSc3ncnc4scc(-c5ccc(C)cc5)c34)CC2)cc1	-4.8

Overlap with the part before: 2 entries, then new ones.
SMILES	Cav32 inh
O=C(COc1cc(O)c2c(=O)cc(-c3ccccc3)oc2c1)c1ccccc1	-2.6
COc1ccc(N2CCN(C(=O)CSc3ncnc4scc(-c5ccc(C)cc5)c34)CC2)cc1	-4.8
CC(=O)c1cccc(N=C2NC(=O)C(CO)(CO)S2)c1	0.98
CCCOc1ccc(CCN2CCC(=O)NC2=O)cc1C	0.059
CCC(C)C1NC(=S)N(C2CCCCC2)C1=O (stereo not given)	-1.1
Cc1ccc(NC(=O)C2CCCN(S(=O)(=O)c3ccc4c(c3)oc(=O)n4C)C2)nc1 (stereo not given)	-0.046
Cc1ccc(NC2=CC(=O)OC(C)C2)cc1 (stereo not given)	1
Cc1ccc(NC(=O)CS(=O)CC(=O)NCCCN(C)c2ccccc2)cc1 (stereo not given)	-1.6
CC(C)SCCCOc1ccc(C(C)(C)C)cc1	0.64
O=C(COC(=O)c1ccc(S(=O)(=O)N2CCCC2)cc1)NCc1ccccc1	0.022
CCS(=O)(=O)CCSc1nc(C)cc(C)c1C#N	-0.098
CCCCCCn1c(SCC(=O)c2c(N)n(C)c(=O)n(C)c2=O)nc2ccccc21	0.088
Clc1cccc(Cl)c1/C=C/c1nc2ccccc2[nH]1	-3.4
COc1cc(OC)cc(C(=O)NC(=S)Nc2cccnc2)c1	-0.11
O=C(NCCCCc1ccccc1)C12CN(Cc3ccccc3)CC1C(c1cccc([N+](=O)[O-])c1)=NO2 (stereo not given)	-2.3
CC1=C(C(=O)OC(C)C)C(c2c[nH]c3ccccc23)n2ncnc2N1 (stereo not given)	-0.58
Cc1ccsc1/C=C1\SC(N2CCOCC2)=NC1=O	0.047
CC(C)c1nnc(NC(=O)C2CCN(c3nc4ccccc4s3)CC2)s1	-0.43
CC(=O)Nc1c(O)n(C)c2ccccc12	-0.09
O=C(CSc1nnc(-c2ccccn2)n1Cc1ccco1)Nc1ccc2c(c1)OCO2	0.66
CNC(=O)/C=C1\NC(C)(C)Cc2ccccc21	-0.55
O=C1CCCC(O)=C1C1C2=C(CCCC2=O)Oc2ccccc21 (stereo not given)	-0.091
c1ccc(NCc2nnc3n2CCCCC3)cc1	0.18
O=C(C1CCN(S(=O)(=O)c2cccc3nsnc23)CC1)N1CCN(c2ccccc2F)CC1	-0.71
Cc1onc(-c2c(Cl)cccc2Cl)c1C(=O)Nc1ccc2c(c1)OCO2	-1.5
C=CCOC(=O)C1=C(C)NC(SC)=C(C#N)C1c1ccc(OCC)cc1 (stereo not given)	-3.4
CSc1nc2nccc(-c3ccc(Oc4ccccc4)cc3)n2n1	0.72
O=[N+]([O-])c1cccc(/C=N/n2c(COc3ccccc3)n[nH]c2=S)c1	-3.2
Cc1cc2nc(SCC(=O)N(C)C)c3c(c2cc1C)CCCC3	-1.1
O=c1[nH]c2ccccc2n1CCC1CCCCC1	-2.2
Cn1c(N)c(C(=O)COC(=O)c2cc(-c3ccccc3)nc3ccccc23)c(=O)n(C)c1=O	1.8
CCN(CC)C(=O)c1sc(NC(=O)Cc2cccs2)c(C#N)c1C	0.61
COc1ccc(-n2nnc3c(=O)n(Cc4cc(C)ccc4C)cnc32)cc1	-2.4
O=C(CSc1ccccn1)Nc1nc2ccc(Br)cc2s1	0.051
C=CCc1ccc(OCCCN2CCCC(C)C2)c(OC)c1 (stereo not given)	0.26
COc1ccc2[nH]c(=O)c(CN(CCCN3CCOCC3)C(=O)NCc3ccccc3)cc2c1	-0.5
CN(Cc1ccccc1)C(=O)c1ccc2c(c1)OCO2	-0.73
CC(Sc1nc(N2CCOCC2)c2c(c1C#N)CC(C)(C)OC2)C(=O)Nc1ccccc1 (stereo not given)	0.44
COc1ccc(CNC(=O)Nc2cccc3ccccc23)cc1	-0.27
O=C(Cc1noc2ccccc12)Nc1ccc2ccccc2c1	-2.8
Cc1cc(NC(=O)CSc2ccc(-c3nc4cc(C)c(C)cc4[nH]3)cn2)no1	-0.48
COC(=O)c1c(-c2cccnc2)csc1NC(=O)c1cc(C)on1	-0.97

An excerpt from above in order of their number in Cav32 inh, largest number first:
SMILES	Cav32 inh
Cc1ccc(NC2=CC(=O)OC(C)C2)cc1 (stereo not given)	1
O=C(CSc1ccccn1)Nc1nc2ccc(Br)cc2s1	0.051
COc1cc(OC)cc(C(=O)NC(=S)Nc2cccnc2)c1	-0.11

Next section:
SMILES	Cav32 inh
CCOC(=O)C1CCN(Cc2cnc(NC(=O)OC)s2)CC1	0.035
O=C(NC1CCCC1)C1CCCN(S(=O)(=O)c2cnc[nH]2)C1 (stereo not given)	-0.19
CCOC(=O)C1(CC)NC(c2ccco2)C2C(=O)N(c3ccc(C)cc3)C(=O)C21 (stereo not given)	0.24
Cc1nc2ncnn2c(N2CCN(C(c3ccccc3)c3ccccc3)CC2)c1C	-4.3
CSCCC1C(=O)OC2(C)CC(C)(C)NC(=S)N12 (stereo not given)	-0.024
CCC/C=C1/CCCOC(C(=O)NCc2cc(C)n(C)n2)(C(F)(F)F)C1 (stereo not given)	-0.18
COC(=O)CSc1nnc(-c2cccs2)n1-c1ccc(Cl)cc1	-0.27
O=C(CSc1nnc(-c2ccc(O)cc2)n1Cc1ccco1)c1ccccc1	0.92
O=C(Nc1ccccc1C(F)(F)F)N1CCN(C(c2ccccc2)c2ccccc2)CC1	-0.73
Cc1sc2nc(SCC(=O)NCc3ccco3)n(C)c(=O)c2c1C	1.5
COc1ccc(C(=O)OC(C)CN2CCN(C)CC2)cc1OC (stereo not given)	-0.022
COc1ccc(NC(=O)c2c(SC)nsc2SC)cc1	0.23
COc1ccc(NC(=O)N2CCCC2C(=O)Nc2ccc(C)cc2)cc1 (stereo not given)	0.83
CCOC(=O)N1CCN(S(=O)(=O)c2cc(Cl)ccc2Cl)CC1	0.43
CCc1nnc(NC(=O)c2ccc(-c3ccccc3Cl)o2)s1	1
Cn1c(-c2ccc3ccccc3n2)nc2cnccc21	0.44
O=C(c1ccco1)N1CCCSC1=Nc1ccccc1	-0.42
O=C(OCc1ccccc1)c1cccc(-c2nnc(-c3ccccc3)o2)c1	-2.7
COC(=O)c1nn(-c2ccccc2)ccc1=O	0.035
COc1ccc(-c2ccncc2)cc1OC	0.26
COC(=O)C(C(=O)OC)C(C)C(C(=O)OC)C(=O)OC	0.7
CCOC(=O)N1CCN(C(=O)C(=O)Nc2ccc3nc4n(c(=O)c3c2)CCCCC4)CC1	0.71
CC(C)CC(NC(N)=O)C(=O)OCC(=O)NC(=O)NC1CCCC1 (stereo not given)	-0.44
O=C(Cn1c(-c2cncs2)nc2ccccc21)NCc1ccccc1	0.56
CCOc1cc(C(=O)NCc2ccc(-c3nc4ccccc4o3)cc2)cc(OCC)c1OCC	-1.2
CCCc1nc(SCC(=O)Nc2nc3c(s2)CCCC3)c2ccccc2n1	-0.45
Cc1ccc(C)c(Cn2nnc3c(=O)[nH]c(C4CCCN(C(=O)CC(C)C)C4)nc32)c1 (stereo not given)	-0.94
O=C(OCc1nnc(-c2ccc(Cl)cc2)o1)c1ccc(=O)n(Cc2ccccc2)n1	-1.8
C#CCOCCOCCOCCNc1nc(N2CCN(C(=O)[C@H](Cc3cc4ccccc4[nH]3)n3cc([C@@H](N)CC(C)C)nn3)CC2)nc(N2CCN(C(=O)[C@H](Cc3cc4ccccc4[nH]3)n3cc([C@@H](N)CC(C)C)nn3)CC2)n1	0.3
O=C(CCN1C(=O)c2ccncc2C1=O)Nc1ccc2c(c1)OCCO2	0.51
O=C(NCc1ccco1)c1ccc(S(=O)(=O)c2cccc(S(=O)(=O)N3CCOCC3)c2)cc1	-2
c1ccc(C2=NCCCN2)cc1	-0.65
COc1ccc(-c2cnn3c4c(c(C)nc23)CCN4C2CCCC2)cc1OC	0.63
CN(C[C@H](Cc1ccccc1)N(C[C@@H](Cc1cccc2ccccc12)N(CCc1ccccc1)N=O)N=O)N=O	-1.5
CC(C)[C@H](NC(=O)Nc1ccc2c(c1)OCCO2)C(=O)O	0.018
NC(=O)c1ccc(F)cc1	0.61
COc1ccc(NC(=O)NC23CC4CC(CC(C4)C2)C3)cc1OC	-0.32
CCOc1c2ccc(C(=O)NCc3ccc(OC)cc3)cc2nn1CCOC	1.2
CCC1CCCCN1c1cc(C)nc2cc(-c3cccc(C)c3)nn12 (stereo not given)	0.038
O=C(CCS(=O)(=O)c1ccc(Br)cc1)N1CCN(c2ccccc2Cl)CC1	-5.7*

6 of these compounds in another layout.
mol | Cav32 inh
O=C(CSc1nnc(-c2ccc(O)cc2)n1Cc1ccco1)c1ccccc1 | 0.92
O=C(Nc1ccccc1C(F)(F)F)N1CCN(C(c2ccccc2)c2ccccc2)CC1 | -0.73
CCc1nnc(NC(=O)c2ccc(-c3ccccc3Cl)o2)s1 | 1
O=C(OCc1nnc(-c2ccc(Cl)cc2)o1)c1ccc(=O)n(Cc2ccccc2)n1 | -1.8
COC(=O)C(C(=O)OC)C(C)C(C(=O)OC)C(=O)OC | 0.7
Cc1ccc(S(=O)(=O)NC(C)C(c2cccs2)N2CCN(C)CC2)cc1 (stereo not given) | 0.3

Going on with the list.
SMILES	Cav32 inh
C=C(C)C(=O)OCCCCCCOc1ccc(C(=O)O)cc1	-0.44
Cc1ccc(CS(=O)(=O)CCC(=O)NCc2ccccn2)cc1	0.0063
Oc1cc2c(cc1O)C(c1ccccc1)CNCC2 (stereo not given)	0.44
Cn1nnnc1-c1cc(Br)ccc1NC(=O)c1ccccc1	-0.0051
Cc1cc(C)cc(NC(=O)CSc2nc3ccncc3[nH]2)c1	1.3
Cc1ccc(-n2nc3c(c2NC(=O)c2ccc(OC(C)C)cc2)CS(=O)C3)cc1 (stereo not given)	0.19
Fc1ccccc1/C=C1\CCCC2=C1Nc1nnnn1C2c1ccccc1F (stereo not given)	0.7
CCCNCc1cc(OCC)c(OCC(N)=O)cc1Br	0.59
Cc1nc(NC2=NC(C(=O)Nc3ccc(Cl)cc3)CC(=O)N2)nc2ccccc12 (stereo not given)	-0.1
CCOc1ccc(C(=O)Nc2ccc(N3CCCC3)cc2)cc1	1.1
O=C(CC1N=C2c3ccccc3N=C(SCc3ccc(F)cc3)N2C1=O)NCc1ccco1 (stereo not given)	-1.5
CC1=C(C(=O)OCCOC(C)C)C(c2cc3c(cc2Br)OCO3)C2=C(CCCC2=O)N1 (stereo not given)	0.062
COc1ccccc1C1CC(c2ccc(Cl)cc2Cl)Nc2nc(N)nn21 (stereo not given)	-1.3
O=S(=O)(Nc1nc2ccccc2nc1Nc1ccc2c(c1)OCCO2)c1cccs1	-3.8*
Cc1nn(Cc2ccc(Cl)cc2Cl)c(C)c1NC(=O)c1nn(C)cc1Cl	0.1
COc1ccc(N2CCN(C(c3cccc(OC)c3OC)c3nnnn3C3CCCC3)CC2)cc1 (stereo not given)	-5.4*
CCOC(=O)c1sc2nc(CC(=O)OC)nc(NCc3ccc(F)cc3)c2c1C	-0.72
O=S(=O)(Nc1ccc(Cc2ccncc2)cc1)c1cccs1	-0.008
CCn1ncc(/C=N\NC(=O)c2csc3ccccc23)c1C	-0.66
Cc1nc(NC(=O)c2ccco2)sc1-c1csc(Nc2ccc(Cl)cc2)n1	0.2
Cc1ccc2[nH]c3c(=O)n(CCCN4CCN(C)CC4)cnc3c2c1	0.81
Cc1nc(SCC(=O)CC(=O)OC(C)C)c(C#N)c(C)c1C	-1.1
CCOc1c(C(=O)CC)cc2c(C)cc(=O)oc2c1C	-0.014
CCn1cc(/C=N/O)c(C)n1	-0.29
O=C(Nc1ccc(Nc2ccccc2)cc1)c1ccco1	-0.93
CC(C)CCNC(=O)NC(=O)CSc1nnc(-c2ccccc2Br)o1	-1.3
COc1ccc(-c2nnc3ccc(SCC(N)=O)nn23)cc1OC	0.069

A portion of the library; the hit share may differ from the screen's.
